Compound activity from PubChem BioAssay.
sdo1 growth: growth rescue of sdo1-depleted yeast, primary screen, S. cerevisiae, bone marrow failure model | S. cerevisiae sdo1-depleted JHY4D growth rescue, OD600 30 h; stronger effect = higher value; pdr5 snq2 efflux-pump mutant strain | z-score at 10 µM | 140,000 tested, 0.21% active | AID 817, 2007;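 active means z-score above 3 at both the 24 hr and the 30 hr optical density reads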;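 further: z-score against mean and SD of all compound wells on the same plate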
Insulin prom inh: inhibitors of insulin promoter-driven GFP, primary screen, imaging, TRM-6 cells (human fetal islet line), eGFP reporter, cell count; 130,000 tested, 0.9% active; AID 1273, 2008; inhibition, % at 2 µM; reporter expression induced with tamoxifen;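 active means inhibition above the mean plus 3 SD, with well images judged a real hit on visual review, cut at about 60% in these data, passing the limit was not always enough; inconclusive means inhibition over the cutoff but images rejected on review; inactive means inhibition not above the cutoff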
sdo1 growth Rescue 24 h: recorded beside sdo1 growth, whose call it bears; z-score; S. cerevisiae sdo1-depleted JHY4D growth rescue, OD600; measured here: growth rescue at 24 h;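 0 is the plate mean of compound wells and units are plate SD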
Active calls of the source: *; ? = inconclusive; / = not tested or not shown; [ ] = another dose, or the depositor's remark.

Below each SMILES: sdo1 growth, sdo1 growth Rescue 24 h, Insulin prom inh
COc1ccc(CCC(C)NC2C3CC4CC(C3)CC2C4)cc1 (stereo unspecified)
    -0.98, -0.19, -53
O=C(NC12CC3CC(CC(C3)C1)C2)N1CCN(S(=O)(=O)c2ccc(Cl)cc2)CC1
    -1.8, -1.2, ?
COc1ccc(S(=O)(=O)N(CCc2ccccc2)CC(=O)N/N=C/c2ccc3c(c2)OCO3)cc1
    -0.4, 0.16, -28
CCc1ccc(NC(=O)CCn2ccnc2C)cc1
    1.7, 2.2, -6
CC(C)N(C(=O)Nc1ccc2nccnc2c1)C(C)C
    0.78, 0.35, 50
Cc1cnc2cc(Cl)c(Cl)cc2n1
    -0.14, -0.29, 61
O=S(=O)(c1ccc2ccccc2c1)N1CCCOC1
    1.2, 1.6, -6
Cc1ccc(C)c(Cn2nnc3c(=O)[nH]c(C(=O)NCC4CCCO4)nc32)c1 (stereo unspecified)
    -0.07, -1, 25
COc1cc(C(=O)N(Cc2ccco2)Cc2cc3ccccc3[nH]c2=O)cc(OC)c1OC
    0.93, 0.41, /
CC(=O)N1C(Nc2ccc(Cl)cc2)CCN1c1ccccc1 (stereo unspecified)
    0.31, 0.4, 7
CCc1ccc(N2CC(C(=O)Nc3cccnc3)CC2=O)cc1 (stereo unspecified)
    0.82, 0.96, -3
O=C1S/C(=C/c2ccc(N3CCOCC3)o2)C(=O)N1Cc1c(F)cccc1Cl
    -1.8, -1.3, -178
O=C(Nc1cc(S(=O)(=O)Nc2ccccc2Cl)ccc1O)c1sc2cc(Cl)ccc2c1Cl
    /, /, -28
CCOc1ccccc1C1C2CCCCC2(O)CCN1C(=O)c1cccs1 (stereo unspecified)
    -0.28, 0.27, /
CC(=O)NCCn1c(SCC(=O)NCCC2=CCCCC2)nc2ccccc2c1=O
    0.2, -0.15, /
COc1ccc(OC(=O)c2ccc3nsnc3c2)cc1
    0.34, -0.35, 31
CCN(CC)C(=O)CCS(=O)(=O)c1cccc2nonc12
    /, /, 7
CCCc1cc(C(=O)Nc2ccc(C(C)=O)cc2)no1
    0.24, -0.12, /
O=S(=O)(c1ccccc1)c1nc(-c2ccco2)oc1NCCCn1ccnc1
    0.3, -0.04, 0
CSc1oc(-c2ccccc2)nc1C(N)=O
    0.77[15.6 µM], 0.34, 22
Cc1ccc(C(=O)Nc2cccc(C(=O)N3CCOCC3)c2)cc1
    1.4, 0.72, 15
O=C(Nc1ccccc1)c1ccc(S(=O)(=O)NCC2CCCO2)cc1 (stereo unspecified)
    0.9, 0.47, 3
CCN(CC)CCCNC(=O)CNC(=O)c1nn(-c2ccc(OC)cc2)c(=O)c2ccccc12
    /, /, 60
O=C(CN1CCOc2ccccc21)NC1CCN(Cc2ccccc2)CC1
    -0.17, -0.23, /
CCCS(=O)(=O)N1CCCC(C(=O)NCCN(CC)c2ccccc2)C1 (stereo unspecified)
    0.58, 0.72, /
COc1ccc(/C=N/Nc2ncc(Br)cn2)c(OC)c1
    /, /, 58
CCn1cc(CNC(=O)c2ccc(Cl)c([N+](=O)[O-])c2)c(C)n1
    -2, -1.9, /
COC(=O)c1cn(NC(=O)Cc2ccc(Cl)cc2)c(=O)c2ccccc12
    0.35, 0.62, 0
Cc1ccc(S(=O)(=O)N2CCOCC2)cc1NC(=O)c1cc2c(s1)CCC2
    -0.62, 0.51, /
CCn1c(N2CCN(S(=O)(=O)c3ccccc3C(F)(F)F)CC2)nc2ccccc21
    -1.1, -0.15, /

Some of the entries so far, field by field.
O=C1S/C(=C/c2ccc(N3CCOCC3)o2)C(=O)N1Cc1c(F)cccc1Cl
  sdo1 growth = -1.8; sdo1 growth Rescue 24 h = -1.3; Insulin prom inh = -178

O=C(Nc1cc(S(=O)(=O)Nc2ccccc2Cl)ccc1O)c1sc2cc(Cl)ccc2c1Cl
  sdo1 growth = /; sdo1 growth Rescue 24 h = /; Insulin prom inh = -28

CCOc1ccccc1C1C2CCCCC2(O)CCN1C(=O)c1cccs1 (stereo unspecified)
  sdo1 growth = -0.28; sdo1 growth Rescue 24 h = 0.27; Insulin prom inh = /

CC(=O)NCCn1c(SCC(=O)NCCC2=CCCCC2)nc2ccccc2c1=O
  sdo1 growth = 0.2; sdo1 growth Rescue 24 h = -0.15; Insulin prom inh = /

Complete entries, looked up by structure. Values in the order: sdo1 growth | sdo1 growth Rescue 24 h | Insulin prom inh
`CSc1oc(-c2ccccc2)nc1C(N)=O` is listed with 0.77[15.6 µM] | 0.34 | 22
`CC(C)N(C(=O)Nc1ccc2nccnc2c1)C(C)C` is listed with 0.78 | 0.35 | 50
`COc1ccc(CCC(C)NC2C3CC4CC(C3)CC2C4)cc1` (stereo unspecified) is listed with -0.98 | -0.19 | -53

Continued.
Below each SMILES: sdo1 growth, sdo1 growth Rescue 24 h, Insulin prom inh
O=C(c1c[nH]c(=O)n(-c2ccccc2)c1=O)N1CCc2ccccc21
    0.01, -0.72, 21
FC(F)Sc1ccc(Nc2ncnc3nc[nH]c23)cc1
    1.4, 1.6, 45
Cn1cc(S(=O)(=O)NCc2cccs2)c(=O)n(C)c1=O
    0.32, -0.3, /
O=C(CCn1c(=O)c2ccccc2n(CC(=O)N2CCN(c3ccccc3)CC2)c1=O)NCc1ccco1
    /, /, -111
COCCCNCC(O)COc1cccc2[nH]c(C)cc12 (stereo unspecified)
    /, /, 22
O=C(NNC(=O)C1CCN(Cc2ccccc2)CC1)c1cccc(Cl)c1
    -0.36, -1, 3
CCOC(=O)CSc1ncc(OC)c(Sc2ccc(OC)cc2)n1
    -0.08, 2, /
Nc1cccnc1Sc1ccc(Cl)cc1
    0.08, -0.67, /
CCc1ccc(Nc2cnn(-c3nc4ccccc4s3)c(=O)c2Cl)cc1
    -1, -0.36, 34
O=C(CCCN1C(=O)c2cccc3cccc(c23)C1=O)NCc1cccnc1
    /, /, -92
Nn1cnnc1SCC(=O)Nc1ccc2c(c1)OCO2
    /, /, -9
CCOC(=O)c1c(N)sc2c(NC(C)=O)cccc12
    1.9, 1.4, 0
Cc1cc(=O)[nH]c(N/N=C/c2ccc(OC(=O)c3cccnc3)cc2)n1
    /, /, -50
COc1ccc(S(=O)(=O)N/N=C(/C)c2ccc(Cl)cc2)cc1
    -0.67, -0.45, -3
O=c1c2ccc(Cl)cc2nc(-c2ccc([N+](=O)[O-])cc2)n1O
    /, /, -20
CCCCNCCOCCOc1ccc(Cl)cc1Br
    -1.7, -0.71, -100
COc1ccccc1NC(=S)NC1CCCCCC1
    0.24, 0.66, -12
CCOC(=O)c1c(NC(=O)CSc2nncn2C)sc(C)c1C
    0.82, 0.73, 11
CC(c1ccccc1)n1c(NCCCn2ccnc2)nc2c1c(=O)[nH]c(=O)n2C (stereo unspecified)
    0.77, 0.25, 6
Cc1ccnc(NC(=O)c2ccc3c(c2)OCO3)c1
    /, /, -29
COc1ccc(CCNc2c(C)c(C)nc3ncnn23)cc1
    0.39, -0.69, /
COc1cccc(NS(=O)(=O)c2ccc3[nH]cc(C(=O)N(C)Cc4ccco4)c(=O)c3c2)c1
    0.48, -0.05, -4
CCn1c(C)csc1=NC(=O)c1ccccc1
    -0.62, -1.1, /
C/C=C/c1ccc(OCCCCOc2ccccc2C(C)=O)c(OC)c1
    0.19, -0.15, 30
CCn1c(/C=C/Nc2ccccc2)[n+](CC)c2cc(Cl)c(Cl)cc21
    0.62, 0.2, -20
Cn1c(N)c(C(=O)COC(=O)CNS(=O)(=O)c2cccc(Cl)c2)c(=O)n(C)c1=O
    0.24, -0.32, 35
CC(C)OCCCN(CC(O)c1ccccc1)CC(O)c1ccccc1 (stereo unspecified)
    0.43, 0.14, -28
CCCn1nc(Oc2nc(NC(C)C)nc(N(C)C)n2)ccc1=O
    /, /, -64
O=c1oc2ccccc2cc1-c1csc(NN=C2CCCC2)n1
    -0.12, 0.24, -21
Cc1cc(C)c2cc(CN(CCN3CCCC3)C(=O)Nc3ccc(F)cc3)c(=O)[nH]c2c1
    -1.5, -1.6, /
O=C(NCCc1c[nH]c2ccccc12)C(=O)NCC(c1ccco1)N1CCN(c2ccc(F)cc2)CC1 (stereo unspecified)
    -1.2, -0.76, 6
CCOc1cc(C)c(S(=O)(=O)NC2CCCCC2)cc1C
    -1.2, 0.35, -68
Nc1nc(Sc2ccc(C(F)(F)F)cc2[N+](=O)[O-])n[nH]1
    0.89, 0.84, -26
COc1ccccc1OCCCCNC(C)(C)C
    0.38, -0.03, /
COc1cccc(/C=C2\SC(=S)N(NC(=O)c3ccncc3)C2=O)c1
    /, /, 29
O=C(CCc1nc2ccccc2[nH]1)N1CCc2ccccc2C1
    0.41, -0.27, -30
COc1cc2c(cc1NS(=O)(=O)N1CCCC1)oc1ccccc12
    -1.9, -1.3, -79
CC(C)NC(=O)CN(Cc1ccccc1)S(=O)(=O)c1ccccc1
    -0.67, -1.2, -77
Cc1cc(C(=O)CSc2nc3ccccc3[nH]2)c(C)n1C
    0.72, 2, 41
CC(C)(C)c1ccc(OCC(O)CS(=O)(=O)c2ccccn2)cc1 (stereo unspecified)
    -0.14, -0.58, 36
COc1ccc(NC(=O)Nc2cc(F)ccc2C)cc1
    /, /, 25
O=C1C=C(NCc2ccco2)C2(CCCCC2)O1
    0.94, 0.84, 59
Nn1c(-c2ccccc2)nc2ccccc2c1=O
    /, /, 28
O=C(Nc1ncn[nH]1)c1ccc(Cl)c(S(=O)(=O)Nc2ccc(Cl)cc2)c1
    0.55, 0.13, -10
CON1C(=O)C(=O)N(OC)C2CCCCC21 (stereo unspecified)
    0.87, 0.06, 21
Cc1cc(C(=O)OCC(=O)c2ccc(Br)s2)no1
    1, 1.1, 12
CS(=O)(=O)N(CC(=O)NCCC1=CCCCC1)C1CCCCC1
    -0.45, -0.31, 11
Cc1ccc(OCc2ccc(C(=O)O)o2)c([N+](=O)[O-])c1
    1.4, 0.92, -16
Cc1ccc(-c2csc3nnc(SCC(=O)N4CCN(Cc5ccccc5)CC4)n23)cc1
    -0.1, -1.3, /
O=C(O)CCn1cnc2ccccc2c1=O
    -0.04, -0.4, /
O=C(Nc1ccc(N2CCN(Cc3ccccc3)CC2)cc1)c1ncn[nH]1
    0.64, 0.26, 32
Cc1cccc(Nc2nc(N)c([N+](=O)[O-])c(N3CCC(C)CC3)n2)c1
    -1.2, -1.4, -7
CNC(=O)c1ccsc1NC(=O)c1sc2ccccc2c1Cl
    -0.35, 0.97, 27
COC(=O)[C@H](CCSC)NC(=O)Nc1ccc(OC)cc1OC
    -0.73, 0.09, 64
COc1ccc(NS(=O)(=O)Cc2ccccc2Cl)cn1
    0.1, 0.01, /
COc1cc(S(=O)(=O)N2CCCCCC2)ccc1-n1cnnn1
    0.12, 0.38, 17
Cc1c(NC(=O)C(=O)/C=C(\O)c2ccc(Br)cc2)c(=O)n(-c2ccccc2)n1C
    0.27, -0.27, /
COC(=O)c1ccc(Nc2nnc(-c3ccc(C)c(S(=O)(=O)NCC4CCCO4)c3)c3ccccc23)cc1 (stereo unspecified)
    0.14, -0.21, 41
O=C(OCCN1C(=O)c2ccccc2C1=O)c1cccs1
    1.3, 1, /
O=c1c2cc(N3CCOCC3)ccc2[nH]c(=S)n1CCCN1CCCCCC1
    0.57, 0.71, 25

The listing continues:
Below each SMILES: sdo1 growth, sdo1 growth Rescue 24 h, Insulin prom inh
CCC(=O)Nc1ccc2ccccc2c1
    1, 0.83, -9
Cc1ccccc1CN1C(=O)CSc2ccc(C(=O)N3CCOCC3)cc21
    3.1, 1.8, -8
Cc1c(S(=O)(=O)N2CCN(c3cccc(C(F)(F)F)c3)CC2)c(=O)n(C)c(=O)n1C
    -1.4, -0.69, /
CCC(Cc1ccccc1)NC(=O)C1CCC(CNc2c(N3CCCC3)c(=O)c2=O)CC1 (stereo unspecified)
    0.49, 0, /
C/C(=C1/SC(N2CCOCC2)=NC1=O)c1ccc(Br)cc1
    2.1, 0.77, /
Cc1ccc(C2N(c3ccccc3)C(=O)N3CCCN23)cc1 (stereo unspecified)
    /, /, -41
COc1cc(CNc2ccc(O)cc2)cc(Br)c1OCc1ccccc1F
    -1.8, -1.6, /
O=C(NCc1ccc(Cl)cc1)c1cc(-c2cccs2)on1
    -0.55, 0.1, /
CC(N=C1NS(=O)(=O)c2ccccc21)C(=O)NCc1ccc2c(c1)OCO2 (stereo unspecified)
    0.4, -0.07, -22
C=CCOc1c(Cl)cc(/C=N/O)cc1OC
    0, 0.55, 22
Cc1cc(C)nc(N2CCCC(C(=O)Nc3cc(F)ccc3C)C2)n1 (stereo unspecified)
    -0.57, -1.3, 50
CCC(=O)N1CCCc2cc(S(=O)(=O)NCc3cccs3)ccc21
    0.97, 0.7, /
CN(C)CCNC(=O)C(C(=O)c1ccccc1)n1ccccc1=O (stereo unspecified)
    -0.4, -0.85, 87*
COc1ccc(Cc2nnc(NC(=O)Cc3cccs3)s2)cc1
    -0.75, 0.45, /
O=C(NCCC1=CCCCC1)C(=O)c1c[nH]c2ccccc12
    -0.93, -1.1, 32
Cc1ncc(CC(=O)n2cc(C(=O)c3cc(F)ccc3O)cn2)s1
    0.01, 1.5, 19
COc1ccc(N(C)S(=O)(=O)c2cccc(C(=O)Nc3ccc4c(c3)OCCO4)c2)cc1
    /, /, -7
O=C(CCSCc1ccc(Cl)cc1)NCCc1ccccc1
    -1.3, -0.11, -26
CC(c1nc2ccccc2o1)N1C(=O)c2ccccc2C1=O (stereo unspecified)
    0.14, -0.01, 62
